JMJD2A Tudor – qHTS Assay for Inhibitors of JMJD2A-Tudor Domain; Lysine-specific demethylase 4A (Homo sapiens), O75164; AlphaScreen JMJD2A-Tudor / H3K4me3 peptide binding; Potency, µM (doses to about 114 µM), without a hit: at the top dose activity change, negative = inhibition, usual class: inhibitors; hit rate 4.4% among 390,000; also: potency is read from the fitted curve at half-maximal effect; % is scaled to controls: 0 for no effect and ±100 for the full control effect; nearly all actives have a fitted effect of over 50% in size
GLS inh – qHTS for Inhibitors of Glutaminase (GLS); hit rate 0.21% among 410,000; GLS enzymatic activity, qHTS titration; Potency, µM (doses to about 45.5 µM), inactives show top-dose activity change, negative = inhibition, most hits filed as inhibitors; AID 624170, 2012; Glutaminase kidney isoform, mitochondrial (Homo sapiens), O94925; also: potency is read from the fitted curve at half-maximal effect; % is scaled to controls: 0 for no effect and ±100 for the full control effect
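hKGA in 45 mM KH2PO4 pH 8.2, 0.02% Tween-20 with pin-transferred compounds; 1 mM L-glutamine (stock) plus glutamate oxidase/HRP/Amplex Red coupling added. Fluorescence read initially and after 30 min at RT.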
PI4K2A block – qHTS for small molecular inhibitors of PI4K2A; Phosphatidylinositol 4-kinase type 2-alpha (Homo sapiens), Q9BTU6; purified PI4K2A, ADP-Glo luminescence, 1 h; hits give low values; activity change, negative = inhibition, % at 76.9 µM; hit rate 0.13% among 420,000; in the data active = activity change below about -50%; inconclusive = mostly about -30% to -49%;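 also: -100% = wells without enzyme as full effect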
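ADP-Glo luminescence measured ADP generated by PI4K2A enzyme (4 ug/mL before mixing) with 1.2 mM PI substrate (pre-mix) and 300 microM ATP (pre-mix). Tris pH7.5 buffer with MgCl2, Triton X-100; 1 h reaction at ambient temperature.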
BAZ2B block – qHTS Assay for Inhibitors of BAZ2B; Potency, µM (titrated, usually from 114 µM), without a hit: at the top dose activity change, negative = inhibition, actives largely listed as inhibitors; Bromodomain adjacent to zinc finger domain protein 2B (Homo sapiens), Q9UIF8; AID 504333, 2011; hit rate 4.4% among 360,000; AlphaScreen BAZ2B-H3K14Ac peptide displacement; also: potency is read from the fitted curve at half-maximal effect; % is scaled to controls: 0 for no effect and ±100 for the full control effect; nearly all actives have a fitted effect of over 60% in size
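AlphaScreen displacement of biotin-H3(5-23)K14Ac peptide (50 nM final) from BAZ2B (50 nM final) in PBS pH 7.4, 0.01% Tween-20; complex preformed 30 min RT, then compounds (top 110 uM) 30 min RT, beads 20 min dark.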
ERG Ets-DNA blk – qHTS for Small Molecule Inhibitors of the ERG Ets/DNA interaction | Transcriptional regulator ERG (Homo sapiens), P11308 | fluorescence polarization, His-ERG Ets domain / labelled DNA | Potency, µM (doses to about 76.9 µM), without a hit: at the top dose FP activity, negative = inhibition, most hits filed as inhibitors | hit rate 0.028% among 370,000; active = well fitted inhibition curve with a large enough effect in the polarisation, with a control signal flat; inconclusive = small, poorly fitted or top-dose-only effect, or effect the other way, or a change in a side signal; inactive = no such curve, though single readings can be large or run the other way; the % refers to the polarisation;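 also: polarization taken with two DNA probes labelled with fluorescein and Texas red; potency is read from the fitted curve at half-maximal effect; % of control where 0% means no effect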
Target sequence (P11308 whole entry, looked up, the tested form may be a part): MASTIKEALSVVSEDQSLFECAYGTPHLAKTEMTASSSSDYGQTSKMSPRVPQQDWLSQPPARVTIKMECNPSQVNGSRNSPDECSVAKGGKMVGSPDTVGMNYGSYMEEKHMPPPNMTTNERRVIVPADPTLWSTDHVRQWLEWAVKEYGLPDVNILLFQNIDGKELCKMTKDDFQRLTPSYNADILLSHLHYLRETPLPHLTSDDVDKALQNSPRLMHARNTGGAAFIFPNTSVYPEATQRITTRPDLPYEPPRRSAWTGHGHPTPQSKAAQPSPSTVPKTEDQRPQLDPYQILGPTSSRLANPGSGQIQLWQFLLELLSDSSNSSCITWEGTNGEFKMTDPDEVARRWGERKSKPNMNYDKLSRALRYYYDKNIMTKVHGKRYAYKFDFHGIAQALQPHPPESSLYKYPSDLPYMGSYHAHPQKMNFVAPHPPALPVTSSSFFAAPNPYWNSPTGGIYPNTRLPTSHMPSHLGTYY
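His-tagged ERG Ets domain (1 uM in the protein solution; 300mM KCl, 50mM Tris-HCl, 1mM EDTA, 1mM DTT, pH 7.5) received compound, then a probe mix of 5 nM fluorescein-DNA and 100nM Texas-615-DNA. Fluorescence polarization was read for both dyes.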
ALOX12 inh – Primary qHTS assay for inhibitors of human arachidonate 12S-lipoxygenase (ALOX12): Round 2; Polyunsaturated fatty acid lipoxygenase ALOX12 (Homo sapiens), P18054; purified 12hLO, xylenol orange hydroperoxide absorbance; Potency, µM (series often up to 108 µM), for inactives: at the highest dose activity change, negative = inhibition, usual class: inhibitors; hit rate 1.1% among 580,000; AID 1671190, 2021; also: potency is read from the fitted curve at half-maximal effect; % is scaled to controls: 0 for no effect and ±100 for the full control effect
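Purified human 12hLO at 150 nM in 25 mM Hepes, 0.01% Triton X-100, pH 7.0, preincubated 15 min at room temperature with compound. Reaction started with 40 uM arachidonic acid, 30 min at room temperature. Hydroperoxide measured by Fe-xylenol orange, 573/405 nm absorbance ratio.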
G9a block – qHTS Assay for Inhibitors of Histone Lysine Methyltransferase G9a; Potency, µM (titrated, usually from 102 µM), without a hit: top-dose activity, negative = inhibition, most hits filed as inhibitors; hit rate 8.8% among 350,000; AID 504332, 2011; Histone-lysine N-methyltransferase EHMT2 (Homo sapiens), Q96KQ7; G9a H3K9 monomethylation, AlphaScreen, 2 h; also: potency is read from the fitted curve at half-maximal effect; % is scaled to controls: 0 for no effect and ±100 for the full control effect; nearly all actives have a fitted effect of over 75% in size
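G9a (20 nM) was preincubated 15 min with compound, then reacted 2 h at room temperature with 500 nM biotin-H3K9 peptide and 20 µM SAM. Monomethyl-H3K9 detected by AlphaScreen using anti-H3K9me1 antibody.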
RGS4 inhibitor – Inhibitors of Regulator of G Protein Signaling (RGS) 4: qHTS; AID 504845, 2011; Transcreener GDP fluorescence polarization, RGS4-accelerated GTP hydrolysis; Potency, µM (highest dose often 114 µM), for the others: at the highest dose activity change, negative = inhibition, usual class: inhibitors; Regulator of G-protein signaling 4 (Homo sapiens), P49798; hit rate 0.039% among 390,000; also: potency is read from the fitted curve at half-maximal effect; % is scaled to controls: 0 for no effect and ±100 for the full control effect; nearly all actives have a fitted effect of over 75% in size; some results filed as inactive show a strong effect at the top dose
Target sequence (P49798 whole entry, looked up): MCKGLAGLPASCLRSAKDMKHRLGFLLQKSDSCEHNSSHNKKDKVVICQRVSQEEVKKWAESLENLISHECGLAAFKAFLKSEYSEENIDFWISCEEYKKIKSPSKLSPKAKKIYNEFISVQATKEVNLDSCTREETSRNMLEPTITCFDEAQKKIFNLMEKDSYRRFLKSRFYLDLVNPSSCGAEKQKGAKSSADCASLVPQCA
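MLSMR compounds (23 nl, pin-transferred) preincubated 10 min at room temperature with a 500nM (2x) first reagent, then RGS4 at 900nM (2x) plus Transcreener GDP mix added; fluorescence polarization (620/688 nm) read before and after 90 min at 30 °C.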
HP1b chromo inh – HTS for Inhibitors of HP1-beta Chromodomain Interactions with Methylated Histone Tails; Chromobox protein homolog 1 (Homo sapiens), P83916; AlphaScreen HP1-beta / biotin-H3K9me3 peptide binding; Potency, µM (series often up to 114 µM), for the others: at the highest dose activity change, negative = inhibition, most hits filed as inhibitors; hit rate 0.56% among 390,000; AID 540317, 2011; also: potency is read from the fitted curve at half-maximal effect; nearly all actives have a fitted effect of over 70% in size; inactives centre near 23
Target sequence (P83916 whole entry, looked up): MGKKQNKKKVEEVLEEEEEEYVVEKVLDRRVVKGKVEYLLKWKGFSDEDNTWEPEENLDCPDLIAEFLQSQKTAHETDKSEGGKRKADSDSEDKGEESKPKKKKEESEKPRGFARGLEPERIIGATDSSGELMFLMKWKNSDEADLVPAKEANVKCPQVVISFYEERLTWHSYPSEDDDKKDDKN
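AlphaScreen: HP1-beta (50 nM) preformed 30 min with biotin-H3(1-18)K9me3 peptide (50 nM) in PBS pH 7.4, 0.01% Tween-20. Compound added for 30 min at RT, then streptavidin donor/nickel chelate acceptor beads (10 ug/mL) for 30 min.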
Starred values were filed as active, the others as inactive; i = inactive; ? = inconclusive; . = not tested or not shown; [ ] = dose if it differs, or a comment. Unless noted, calls follow the shape of the dose curve; as a rule, active = well fitted curve in the direction sought with a large enough effect; inconclusive = small, poorly fitted or top-dose-only effect, or another doubt; inactive = no such curve, though single readings can be large; an effect the other way counts as inactive or inconclusive. A portion of the library, so the mix of outcomes need not match the whole.

Each structure is followed by: PI4K2A block	GLS inh	RGS4 inhibitor	ALOX12 inh	ERG Ets-DNA blk	HP1b chromo inh	BAZ2B block	JMJD2A Tudor	G9a block
1) Cc1ccc(NC(=O)c2ccc(OC(F)(F)F)cc2)cc1S(=O)(=O)N(C)C
→ 5	15%	9%	-12%	9%	46%[activator]	13%	10%[57.1 µM]	22%[59 µM]
2) O=C1CC(c2cc(-c3ccccc3)no2)C1
→ 2	1%	6%	2%	7%	58%[activator]	3%	-4%	.
3) NCCCC[C@@H](C(=O)N1CCNCC1)n1cc(CN)nn1
→ 3	-3%	16%	5%	10%	32%	-2%	-8%	16%[2.33 µM]
4) CN(C)S(=O)(=O)c1ccc(Cl)c(NC(=O)CSc2nc3ccccc3c(=O)n2CCCN2CCOCC2)c1
→ -6	-3%	-22%	3%	7%	27%	-34%	-13%	15%[59 µM]
5) CC(=O)Nc1ccccc1C(=O)C(=O)Nc1cccc(C(=O)NC2CC2)c1
→ -3	13%	14%	-26%	-2%	40%[activator]	3%	8%[57.1 µM]	18%[59 µM]
6) COc1ccccc1C(=O)Nc1sc2c(c1C#N)CCC2
→ 2	-3%	-10%	.	-2%	70%[activator]	-3%	-1%	.
7) CC1CCC(NC(=O)CN2CCCN(Cc3ccc(F)cc3Cl)C2=O)CC1 (stereo unspecified)
→ -5	-2%	-15%	3%	-14%	21%	10%	-13%	22%[2.33 µM]
8) CCc1nn(CC(=O)NCCCN(CC)Cc2ccccc2)c(=O)c2cc3sccc3n12
→ -3	?	0%	1%	.	6%	4%	-11%	-15%
9) COc1ccc(-n2sc3c(c2=S)-c2cc(OC)ccc2NC3(C)C)cc1
→ -5	-6%	-18%[11.4 µM]	0%	4%	10µM*	11µM*	3.2µM*	10µM*
10) Cc1noc(C)c1C(=O)N1CCC(C(=O)c2ccc(F)cc2F)CC1
→ 0	-6%	-13%	39%[activator]	-10%	23%	-2%	10%	.
11) Cc1nc2ccccn2c1/C(O)=C1\C(=O)C(=O)N(CCN2CCOCC2)C1c1cccs1 (stereo unspecified)
→ -5	-15%	-6%	?	-1%	6%	-4%	?	?
12) COc1ccc(S(=O)(=O)NNC(=O)c2cccs2)cc1
→ 10	37%[activator]	22%	?	3%	27%	-12%	-9%	45µM*
13) Cc1c(OCC(=O)N2CCC(C(=O)O)CC2)ccc2c3c(c(=O)oc12)CCC3
→ -2	16%	2%	-10%	10%	7%	-6%	-16%	15%[12.7 µM]
14) c1ccc2c(N3CCOCC3)c3c(nc2c1)CCC3
→ 0	-3%	1%	111%[activator]	0%	33%	-6%	0%	.
15) COc1cccc(OCc2cc(C(=O)N(C)C3CCOCC3)no2)c1
→ -4	-1%	7%	78%[activator]	1%	16%	-16%	-4%	21%
16) CC(=O)Nc1cccc(NC(=O)Cn2cnc3c(oc4ccccc43)c2=O)c1
→ -1	1%	-2%	-21%	-6%	0%	-24%	?	-17%[59 µM]
17) O=C(Nc1ccc(Cl)cc1)c1ccc(S(=O)(=O)N2CCOCC2)cc1
→ 1	0%	-27%	-9%	1%	21%	9%	-4%	-8%
18) O=C(CN1c2cccc3cccc(c23)S1(=O)=O)Nc1ccccc1
→ 3	2%	-9%	-5%	-8%	21%	.	-7%	12%
19) Cc1nonc1C1CCCN1Cc1cn[nH]c1-c1ccc2c(c1)OCO2 (stereo unspecified)
→ -3	6%	-8%	0%	-2%	29%	-13%	-19%	-32%
20) Cc1cccc(NC(=O)NNC(=O)COc2ccc(Cl)cc2)c1
→ -3	4%	-5%	-9%	2%	29%	-21%	3%	14%
21) O=C1CN(C(=O)NCC(=O)N[C@@H](Cc2ccccc2)C(=O)O)c2ccccc2N1
→ 1	-3%	-12%	-13%	-8%	31%	-5%	-12%	?
22) CC(=O)c1ccc(NC(=O)CN2C(=O)NC(C)(C3CCCCC3)C2=O)cc1 (stereo unspecified)
→ -2	1%	4%	67%[activator]	10%	38%	2%	-10%	-3%[59 µM]
23) Cc1cc(NC(=O)CSCC(=O)N(C)Cc2ccc(Cl)cc2Cl)no1
→ -4	0%	7%	18%	10%	40%[activator]	-1%	-13%	16%
24) Cc1ccc(CN(Cc2ccco2)C(=S)NCC(=O)NC2CC2)cc1
→ 2	0%	-14%	?	-29%	5%	-34%	-21%	18µM*
25) CCOc1ncccc1C(=O)Nc1cc(S(=O)(=O)N(CC)CC)ccc1N1CCOCC1
→ -1	-2%	-25%	-16%	-1%	-6%	.	-30%	.
26) Cc1cccc(C)c1-n1c(C)nn(Cc2ccc([N+](=O)[O-])cc2)c1=O
→ -3	-6%	-12%	0%	-2%	13%	7%	-3%	22%
27) O=C(COC(=O)CNC(=O)c1ccc(Br)o1)Nc1ccc2c(c1)OCCO2
→ -1	6%	-2%	?	-3%	15%	8%	-23%	4%[59 µM]
28) CC(=O)Nc1ccc(C=CC=Cc2cccc([N+](=O)[O-])c2)cc1
→ 8	-14%	?	?	-5%	?	.	79µM*	.
29) O=C(NC(Cc1c[nH]c2ccccc12)C(=O)N/N=C/c1cccnc1)c1cccs1 (stereo unspecified)
→ -7	0%	3%	0%	-5%	-11%	?	-27%	-11%[59 µM]
30) COCCn1c(SCC(=O)c2ccc(CNC(C)=O)o2)nc2ccccc2c1=O
→ -3	-10%	2%	-9%	0%	25%	-10%	79µM*	-50%[59 µM]
31) CCOC(=O)c1c(C)oc2c(F)c(F)c(F)c(F)c2c1=O
→ -6	28%	3%	?	-2%	12%	-3%	-15%	?
32) CCOC(=O)C1=C(C(F)(F)F)Nc2ncnn2C1c1ccc(OC)c(OC)c1OC (stereo unspecified)
→ 5	3%	-27%	13%	-1%	48%[activator]	14%	11%[57.1 µM]	15%[59 µM]
33) N#Cc1c(-c2ccccc2)cc(-c2ccccc2)nc1SCC(O)CS(=O)(=O)Cc1ccc(Cl)cc1 (stereo unspecified)
→ 5	1%	?	-31%	-11%	?	-14%	?	1.8µM*
34) CNC(=O)Nc1cccc(-c2ccnc(C)n2)c1
→ -2	9%	-15%	0%	15%	24%	-2%	19%	.
35) Cc1oc(C(C)(C)C)cc1C(N)=O
→ -4	0%	-16%	i	6%	28%	?	-18%	.
36) CCOc1cc(/C=N\NC(=O)OC(C)(C)C)ccc1OC(=O)c1ccco1
→ 1	8%	?	?	-1%	-20%	.	20µM*	-13%
37) COc1ccc(OC)c2sc(N(CCN(C)C)C(=O)c3cc(Cl)sc3Cl)nc12
→ -2	1%	26%	-25%	-11%	?	.	?	?
38) O=C(CCC1CCN(Cc2ccc(C#CCCO)cc2)CC1)NC1CC1
→ -1	-2%	48%	0%	-15%	22%	-5%	-5%	.
39) COC(=O)c1ccccc1OCCOc1ccccc1C(=O)OC
→ -1	0%	23%	-2%	4%	36%	7%	-2%	-3%[59 µM]
40) CC1(C)CC(=O)C2=C(C1)NC(=O)NC2c1ccc([N+](=O)[O-])cc1 (stereo unspecified)
→ -2	5%	-5%	14%	14%	-15%	1%	-12%	3%
41) CC1(C)CC2(CCO1)N1CC3(C)CN2CC(C)(C1)C3O (stereo unspecified)
→ 13	16%	9%	-9%	-9%	15%	-28%	-28%	21%[12.7 µM]
42) Cc1ccc(N2CC(C(=O)N3CCOCC3)CC2=O)cc1Cl (stereo unspecified)
→ 3	7%	10%	-13%	-6%	0%	5%	-5%	27%
43) O=C(C1CCCN(S(=O)(=O)Cc2ccccc2)C1)N1CCc2ccccc21 (stereo unspecified)
→ -2	3%	6%	0%[57.4 µM]	-4%	25%	?	-2%	-14%
44) Cc1ccc(C(=O)Nc2ncn[nH]2)cc1
→ -3	-6%	-9%	0%	-2%	49%[activator]	50µM*	?	?
45) CC1(c2nnc(-c3ccncc3)o2)CC(c2ccc(F)cc2)=NO1 (stereo unspecified)
→ -3	6%	10%	-4%	15%	48%[activator]	-18%	-11%	-4%[59 µM]
46) COc1ccc(C(=O)COc2cccc(NC(=O)c3ccco3)c2)cc1
→ 5	?	-11%	?	4%	-1%	-13%	-27%	?
47) CC(C)n1cc(CN2CCC(n3nccc3NC(=O)C3CCCC3)CC2)cn1
→ 1	9%	-11%	18%	-6%	15%	7%	1%	.
48) Cc1ccc(C)c(NC(=O)Cn2nnc(C(=O)NCc3ccccc3Cl)c2N)c1
→ 0	-4%	-11%	3%	-10%	35%[activator]	-2%	-25%	0%[59 µM]
